PKA inh: inhibitors of human PKA kinase activity, primary screen, biochemical, ATP-depletion luminescence, Kemptide substrate | cAMP-dependent protein kinase catalytic subunit alpha (Homo sapiens), P17612 | PKA Kemptide phosphorylation, Kinase-Glo ATP luminescence | inhibition, % at 6 µM | 0.1% of 65,000 active | AID 524, 2006;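 active = inhibition above the screen-wide mean inhibition plus 3 SD, cut at about 21% in these data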; also: many of its hits are not listed in these tables
Hsp90 inh: tumor Hsp90 inhibitors, primary screen, cell lysate, fluorescence polarization, NCI-N417 lysate. Cy3B-geldanamycin FP displacement. inhibition, % at 30 µM. 0.35% of 64,000 active. Heat shock protein HSP 90-alpha (Homo sapiens), P07900;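 active = inhibition above 50%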;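 also: 0% = tracer plus lysate wells and 100% = tracer alone without lysate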
MKP-1 inh: MKP-1 phosphatase inhibitors, primary screen, biochemical, in vitro | 0.15% of 65,000 active | AID 374, 2006 | inhibition, %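 (compounds tested at a single concentration somewhere between 10 and 100 µM)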 | recombinant MKP-1, OMFP hydrolysis fluorescence;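 active = inhibition above about 50%, limit read from the data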;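 also: 0% = DMSO max control wells and 100% = wells with enzyme stopped by NaOH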
Target sequence (P28562 whole entry, looked up): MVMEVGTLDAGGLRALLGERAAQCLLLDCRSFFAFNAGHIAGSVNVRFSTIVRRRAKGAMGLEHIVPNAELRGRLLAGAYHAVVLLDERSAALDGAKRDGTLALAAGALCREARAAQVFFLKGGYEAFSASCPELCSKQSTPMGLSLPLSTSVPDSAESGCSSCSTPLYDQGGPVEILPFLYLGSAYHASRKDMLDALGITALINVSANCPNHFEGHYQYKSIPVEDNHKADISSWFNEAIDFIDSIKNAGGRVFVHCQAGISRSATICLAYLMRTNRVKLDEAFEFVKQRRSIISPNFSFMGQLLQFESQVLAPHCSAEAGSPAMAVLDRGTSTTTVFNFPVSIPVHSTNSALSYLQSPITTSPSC
HER2 expr 66K: inhibitors of Her2 protein expression, primary screen, SKBR-3 cells, AlphaScreen, 66K library; Receptor tyrosine-protein kinase erbB-2 (Homo sapiens), P04626; SKBR-3 HER2 protein level, 18-24 h; hits give low values; HER2 level % of control, % at 10 µM; 0.69% of 65,000 active; AID 645, 2007;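 active = HER2 level under 5% of the carrier-only control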;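 also: 100% = DMSO carrier and 0% = 500 nM PU-H71 HSP90 inhibitor; lower value means stronger loss of Her2 protein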
ROCK2 inh: inhibitors of human ROCK2 kinase, primary screen, biochemical, high-throughput, luminescence | 0.35% of 60,000 active | purified ROCK2, Kinase-Glo ATP depletion luminescence | AID 604, 2007 | inhibition, % at 6 µM;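 active = inhibition above the screen-wide mean inhibition plus 3 SD, cut at about 18% in these data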;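 also: plate controls were DMSO wells for no effect and Y-27632 control wells after no-enzyme background subtraction for full effect; many of its hits are not listed in these tables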
JNK3 blocker: JNK3 kinase activity inhibitors, primary screen, biochemical, human, purified enzyme; Mitogen-activated protein kinase 10 (Homo sapiens), P53779; HTS; inhibition, % at 8 µM; 0.61% of 60,000 active; AID 746, 2007; in the data active = inhibition above about 17%;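 also: 0% = DMSO and 100% = reference inhibitor; many of its hits are not listed in these tables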
Cdc25B block: inhibitors of Cdc25B phosphatase catalytic domain, primary screen, biochemical, OMFP fluorescence. inhibition, %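 (compounds tested at 10 µM final in the well)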. 0.1% of 65,000 active. recombinant Cdc25B, OMFP fluorescence Ex485/Em525. M-phase inducer phosphatase 2 (Homo sapiens), P30305; in the data active = inhibition above about 50%
Target sequence (P30305 whole entry, looked up, the tested form may be a part): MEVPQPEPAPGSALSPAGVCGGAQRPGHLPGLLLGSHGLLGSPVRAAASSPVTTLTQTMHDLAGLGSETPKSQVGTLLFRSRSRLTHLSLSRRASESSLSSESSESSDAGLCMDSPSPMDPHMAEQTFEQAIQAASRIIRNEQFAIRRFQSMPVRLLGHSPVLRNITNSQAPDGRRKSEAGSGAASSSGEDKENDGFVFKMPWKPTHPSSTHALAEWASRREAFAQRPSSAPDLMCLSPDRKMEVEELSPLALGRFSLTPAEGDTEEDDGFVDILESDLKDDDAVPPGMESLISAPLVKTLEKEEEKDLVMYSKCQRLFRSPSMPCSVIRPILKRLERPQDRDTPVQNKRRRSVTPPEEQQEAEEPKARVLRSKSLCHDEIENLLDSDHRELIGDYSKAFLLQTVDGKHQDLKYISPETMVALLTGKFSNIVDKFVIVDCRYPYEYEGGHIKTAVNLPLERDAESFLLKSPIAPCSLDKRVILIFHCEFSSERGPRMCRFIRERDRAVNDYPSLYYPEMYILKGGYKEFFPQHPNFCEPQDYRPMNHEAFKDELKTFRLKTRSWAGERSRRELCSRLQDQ
A340 absorber: compound light absorbance at 340 nm, profiling panel, artefact control, biochemical, MLSMR library, data from PS, PMK, MK assays; compound absorbance at 340 nm, fold over control; fold change at 10 µM; 65,000 tested, under 10 active;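 active = at 10 µM dose, initial 340 nm absorbance at least 2 fold that of control wells; inactive = change under 2 fold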;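 also: initial absorbance extrapolated from kinetic A340 decline of NADH oxidation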
Autofluor 339: intrinsic fluorescence of library compounds, ex339/em460 – biochemical, MLSMR library, data from DPM-DC assay, artefact control, profiling panel. compound autofluorescence, ex339/em460 nm, NADH buffer; hits give high values; 1 = no-compound wells, NADH background. fluorescence fold increase at 10 µM. 5.5% of 65,000 active;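 active = at 10 µM, mean starting fluorescence two-fold or more over control wells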;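 also: signal is the first read of a kinetic run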
* hit, by the source's call; . = no result given. The list is partial (hit frequency here may not be typical).

entry | compound | HER2 expr 66K | A340 absorber | Autofluor 339 | Hsp90 inh | JNK3 blocker
1 | CCCCOC(=O)CSc1nc2c(c(=O)[nH]c(=O)n2C)n1C/C=C(\C)Cl | 164 | 1 | 1.1 | -4 | 4
2 | CCN(CCCNC(=O)CC(C(=O)N1CCc2ccccc21)n1ccnc1)c1ccccc1 (stereo not drawn) | 73 | 1 | 1.1 | -3 | 2
3 | Cn1c(=N)c(S(=O)(=O)c2ccc(F)cc2)cc2c(=O)n3ccccc3nc21 | 130 | 1 | 3.4* | -10 | 1
4 | O=C1CC(N2CCC(O)CC2)C(=O)N1c1ccc(Br)cc1 (stereo not drawn) | 100 | 1 | 1.1 | -2 | 3
5 | O=C(NCC1CCCO1)c1cc2n(n1)C(C(F)(F)F)CC(c1ccc(F)cc1)N2 (stereo not drawn) | 111 | 0.96 | 1.1 | 2 | -4
6 | Oc1ccc(Cl)cc1/C=N/c1nc2ccccc2[nH]1 | 93 | 1.1 | 1.2 | 1 | -13
7 | Cc1csc(NC(=O)C2CCCN2C(=O)Oc2ccccc2)n1 (stereo not drawn) | 94 | 1 | 1.1 | 2 | 8
8 | Cc1nn2cnc3sc4c(c3c2nc1=O)CCCC4 | 53 | 1.1 | 1.1 | 1 | 0
9 | O=C(COc1ccccc1)Nc1nc(-c2cccs2)cs1 | 59 | 0.98 | 1.1 | -3 | 0
10 | COc1ccc(NC(=O)NC(C(F)(F)F)C(F)(F)F)cc1 | 109 | 1 | 1.1 | 2 | -5

entry | ROCK2 inh | Cdc25B block | PKA inh | MKP-1 inh
1 | 2 | 4 | 1 | -8
2 | 1 | -24 | -1 | 18
3 | 7 | -5 | 5 | -12
4 | 3 | -9 | 5 | 7
5 | 4 | -9 | 5 | 4
6 | 4 | -4 | 12 | -10
7 | 4 | 9 | 1 | 3
8 | 2 | 11 | 2 | -28
9 | 0 | 25 | -2 | 7
10 | 2 | 3 | -4 | 7

Further structures follow.
entry | compound | HER2 expr 66K | A340 absorber | Autofluor 339 | Hsp90 inh | JNK3 blocker
11 | O=c1cc(Nc2ccc3c(c2)OCCO3)[nH]c(=O)n1Cc1ccc(F)cc1 | 66 | 1 | 1.1 | -9 | 10
12 | COC(=O)CCN(C)CCC(=O)OC | 105 | 1.2 | 1.1 | 0 | 1
13 | Cc1ccc(C)c2[nH]c(=O)c(CCNC(=O)CC(C)C)cc12 | 117 | 1.1 | 1.3 | 0 | 0
14 | CC(NS(=O)(=O)c1ccc(Cl)cc1)C(c1cccs1)N1CCN(C)CC1 (stereo not drawn) | 120 | 1.1 | 1.1 | 1 | .
15 | COc1cc(NC(=O)c2nccnc2C(=O)O)cc(OC)c1 | 92 | 1 | 1 | 0 | 2
16 | CCN(CC)S(=O)(=O)c1ccc(Cl)c(C(=O)Oc2cccnc2)c1 | 86 | 1 | 1.1 | -3 | 1
17 | Cc1ccc(C)c(N(CC(=O)NC2CCCCC2)C(=O)CCC(=O)Nc2ccccn2)c1 | 84 | 1 | 1.1 | -1 | 1
18 | Nc1n[nH]c(-c2ccccc2)c1-c1ccccc1 | 162 | 1 | 1.1 | 1 | 3
19 | CN(C)C(CNc1nnnn1-c1ccccc1)c1ccco1 (stereo not drawn) | 120 | 1 | 1.1 | -16 | -1
20 | CCN(CC)CCNC(=O)CCc1nn(C)c(=O)c2ccccc12 | 107 | 1 | 1.1 | -1 | 8

entry | ROCK2 inh | Cdc25B block | PKA inh | MKP-1 inh
11 | 4 | -7 | 4 | 14
12 | -2 | -15 | 1 | 12
13 | -3 | -10 | 2 | 9
14 | . | -4 | 7 | 4
15 | 6 | -1 | 8 | 1
16 | -3 | -11 | -6 | 2
17 | -3 | -11 | -4 | 32
18 | 8 | -7 | 16 | -4
19 | 6 | -12 | 3 | 12
20 | 4 | -17 | 4 | -26

The list goes on:
entry | compound | HER2 expr 66K | A340 absorber | Autofluor 339 | Hsp90 inh | JNK3 blocker
21 | C=CCSC1=C(C#N)C(c2ccccc2C)CC(=O)N1 (stereo not drawn) | 106 | 1 | 1.2 | -3 | 4
22 | O=C1C(C=NCc2ccccn2)=C(O)c2ccccc21 | 64 | 1.2 | 1 | -2 | 9
23 | COc1cc(C)c(C(N)=O)c(OC)n1 | 106 | 1 | 1.1 | 0 | -3
24 | O=C(NCCCCNC(=O)C1CCCC1)C1CCCC1 | 92 | 1 | 1.1 | -5 | -4
25 | CCCCS(=O)(=O)Nc1ccc2ncn(C)c(=O)c2c1 | . | 1 | 3.5* | -11 | 8
26 | Cc1onc(-c2ccccc2Cl)c1C(=O)Nc1ccc(-c2nnc3n2CCCCC3)cc1 | 103 | 1 | 0.9 | -4 | 0
27 | Cc1nnc(SCCCn2c(N3CCCCC3)nc3c2c(=O)[nH]c(=O)n3C)s1 | 119 | 0.99 | 1 | -1 | 0
28 | COCCCN1C(=O)C(=O)/C(=C(/O)c2ccc(OC(C)C)c(C)c2)C1c1ccncc1 (stereo not drawn) | 106 | 1.1 | 1.1 | -1 | 6
29 | COCCNC(=O)C1c2cc(OC)c(OC)cc2C(=O)N(C)C1c1cccnc1 (stereo not drawn) | 76 | 1 | 1.1 | . | .
30 | O=C(NC12CC3CC(CC(C3)C1)C2)c1cccnc1 | 114 | 1.1 | 1 | -3 | 10

entry | ROCK2 inh | Cdc25B block | PKA inh | MKP-1 inh
21 | 1 | 1 | -2 | 17
22 | 4 | -15 | 5 | -25
23 | -2 | 22 | -2 | -2
24 | 4 | -12 | 8 | -1
25 | 5 | -1 | 6 | 10
26 | 0 | 6 | 7 | 22
27 | 3 | -18 | 11 | -4
28 | 4 | -1 | -2 | -20
29 | . | -8 | 6 | 12
30 | -2 | 4 | -2 | -3

Taken from above.
`O=C(NCCCCNC(=O)C1CCCC1)C1CCCC1` in Autofluor 339 has 1.1
`Cc1onc(-c2ccccc2Cl)c1C(=O)Nc1ccc(-c2nnc3n2CCCCC3)cc1` in A340 absorber has 1

The results go on.
entry | compound | HER2 expr 66K | A340 absorber | Autofluor 339 | Hsp90 inh | JNK3 blocker
31 | Cc1nc2cc(C(=O)OCC(=O)N(CC(C)C)C3CCS(=O)(=O)C3)ccc2n1-c1ccccc1 (stereo not drawn) | 86 | 1 | 1.1 | -7 | 4
32 | CCn1c(SC)nnc1-c1c[nH]c2ccccc12 | 88 | 1.1 | 1.1 | -3 | 0
33 | Cc1nccc2[nH]c(=O)c(C(=O)NC3CCCCC3C)cc12 (stereo not drawn) | 110 | 1 | 1.1 | 1 | 0
34 | COc1ccccc1NC(=O)c1oc2ccccc2c1NC(=O)c1cc(OC)c(OC)c(OC)c1 | 48 | 1 | 3.2* | 1 | 7
35 | O=C1CC(c2cccc(Cl)c2)Cc2nc(N3CCN(c4ccccc4)CC3)ncc21 (stereo not drawn) | 83 | 1 | 1.1 | -1 | -1
36 | COc1cc(C2C(C#N)=C(N)Oc3cc(C)oc(=O)c32)cc2c1OCO2 (stereo not drawn) | 91 | 0.99 | 1.1 | -11 | 4
37 | CC(c1ccccc1)C1C(C#N)=C(N)OC2=C1C(=O)CCC2 (stereo not drawn) | 116 | 1 | 1.1 | -1 | 4
38 | COC(=O)c1ccc(S(=O)(=O)N2CCCCCC2)cc1 | 108 | 0.99 | 1.1 | -2 | 3
39 | Cc1cccc(S(=O)(=O)c2c(N)n(/N=C/c3cccnc3)c3nc4ccccc4nc23)c1 | 23 | 1.1 | 3.7* | -5 | 5
40 | Cc1ccc(NC(=O)CSc2nc3nc(C)cc(C)c3c(=O)[nH]2)cc1 | 155 | 1 | 1.2 | -6 | .

entry | ROCK2 inh | Cdc25B block | PKA inh | MKP-1 inh
31 | 8 | -3 | 5 | 36
32 | 2 | -3 | 2 | 4
33 | 5 | 7 | 10 | 0
34 | 0 | -13 | -2 | 7
35 | 2 | -13 | -2 | 3
36 | 9 | -3 | 13 | 21
37 | 4 | -1 | 6 | 0
38 | -1 | -4 | 0 | 2
39 | 5 | 9 | 14 | 28
40 | . | 1 | 9 | 27

Additional compounds follow:
entry | compound | HER2 expr 66K | A340 absorber | Autofluor 339 | Hsp90 inh | JNK3 blocker
41 | O=C(c1csc2c1CCCCC2)N1CCN(c2ncccn2)CC1 | 75 | 0.99 | 1.2 | 0 | 0
42 | CCCOc1cc(C)c(S(=O)(=O)NCCOC)cc1C | 105 | 1.1 | 1.1 | -3 | -3
43 | CCCOc1ccc(NC(=O)C2CC(=O)N3CCCN=C3S2)cc1 (stereo not drawn) | 67 | 1 | 1.1 | -6 | -3
44 | CCn1c(CSc2nncn2-c2ccc(OC)cc2)nc2cc(S(=O)(=O)N(C)C)ccc21 | 80 | 0.96 | 1 | -2 | 1
45 | Cc1ccccc1S(=O)(=O)Cc1ccc(C(=O)NCc2cccnc2)o1 | 78 | 0.98 | 1 | -5 | 5
46 | CC(C)N1C(=O)c2ccc(C(=O)O)cc2C1=O | 97 | 1.1 | 1.1 | 1 | -6
47 | COCCNC(=O)C(c1ccc(Cl)cc1)N(C(=O)CCC(=O)Nc1ccccn1)C1CCCC1 (stereo not drawn) | 79 | 1 | 1.1 | 5 | -1
48 | CC(C)N(Cc1nc(-c2ccc(Cl)cc2)no1)C(=O)CN(C)S(=O)(=O)c1ccc(Cl)cc1 | 49 | 1 | 1 | -1 | 0
49 | O=C(Nc1ccccc1)C1=C(N2CCOCC2)/C(=C/c2cccnc2)CC1 | 116 | 1.2 | 1.1 | -5 | 1
50 | Cc1cc(C(=O)CSc2nc3ccc(Cl)cc3[nH]2)c(C)n1C | 87 | 1 | 1.1 | -3 | 5
51 | CCCC(=O)NC1C2CC3CC(C2)CC1C3 (stereo not drawn) | 103 | 1 | 1.1 | -2 | -3
52 | Cc1ccccc1NC(=O)CSc1nnc(-c2ccoc2C)n1CCc1ccccc1 | 87 | 1 | 1.2 | -2 | -4

entry | ROCK2 inh | Cdc25B block | PKA inh | MKP-1 inh
41 | 0 | -11 | -4 | -2
42 | 7 | -7 | 10 | 10
43 | 1 | -5 | 0 | 7
44 | 2 | -1 | 7 | 8
45 | 6 | -12 | 7 | 15
46 | 3 | -3 | -3 | 9
47 | -1 | 2 | 6 | 27
48 | 7 | -16 | 12 | 4
49 | 5 | -10 | 7 | -3
50 | 3 | 1 | 7 | 21
51 | -10 | 3 | -7 | 20
52 | -2 | -31 | 3 | -2

Compounds above with an aryl thioether with sulfur outside any ring (7):
entry | compound | HER2 expr 66K | A340 absorber | Autofluor 339 | Hsp90 inh | JNK3 blocker
1 | CCCCOC(=O)CSc1nc2c(c(=O)[nH]c(=O)n2C)n1C/C=C(\C)Cl | 164 | 1 | 1.1 | -4 | 4
27 | Cc1nnc(SCCCn2c(N3CCCCC3)nc3c2c(=O)[nH]c(=O)n3C)s1 | 119 | 0.99 | 1 | -1 | 0
32 | CCn1c(SC)nnc1-c1c[nH]c2ccccc12 | 88 | 1.1 | 1.1 | -3 | 0
40 | Cc1ccc(NC(=O)CSc2nc3nc(C)cc(C)c3c(=O)[nH]2)cc1 | 155 | 1 | 1.2 | -6 | .
44 | CCn1c(CSc2nncn2-c2ccc(OC)cc2)nc2cc(S(=O)(=O)N(C)C)ccc21 | 80 | 0.96 | 1 | -2 | 1
50 | Cc1cc(C(=O)CSc2nc3ccc(Cl)cc3[nH]2)c(C)n1C | 87 | 1 | 1.1 | -3 | 5
52 | Cc1ccccc1NC(=O)CSc1nnc(-c2ccoc2C)n1CCc1ccccc1 | 87 | 1 | 1.2 | -2 | -4

entry | ROCK2 inh | Cdc25B block | PKA inh | MKP-1 inh
1 | 2 | 4 | 1 | -8
27 | 3 | -18 | 11 | -4
32 | 2 | -3 | 2 | 4
40 | . | 1 | 9 | 27
44 | 2 | -1 | 7 | 8
50 | 3 | 1 | 7 | 21
52 | -2 | -31 | 3 | -2
